Screening data from PubChem BioAssay.
KCNQ2 inh: KCNQ2 potassium channel inhibitors, primary screen, cell-based, CHO-K1, FluxOR thallium flux, B-score (AID 2156). 20 min; active compounds read low. B-score at 10 µM. 310,000 compounds, 1.1% hits. O88943;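 active = fluorescence ratio B-score at most minus 3 library SDs, with starting brightness B-score within 2 library SDs, cut at about -5.5 in these data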
Kir21 block: Kir2.1 (mouse) channel inhibition; 310,000 compounds, 0.85% hits; B-score at 10 µM; HEK293-Kir2.1, FluxOR thallium flux fluorescence; active compounds read low; P35561; AID 1672;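 active = fluorescence ratio B-score at or below minus 3 SD of library scores, with starting-brightness B-score within 2 SD, cut at about -4.2 in these data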;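 note: channel flux triggered by added potassium and thallium sulfate stimulus; B-score of peak minus minimum fluorescence over baseline after thallium stimulus; more negative B-score means stronger Kir2.1 block with less thallium influx; some compounds called inactive have numbers as strong as hits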
Target sequence (P35561 whole entry, looked up): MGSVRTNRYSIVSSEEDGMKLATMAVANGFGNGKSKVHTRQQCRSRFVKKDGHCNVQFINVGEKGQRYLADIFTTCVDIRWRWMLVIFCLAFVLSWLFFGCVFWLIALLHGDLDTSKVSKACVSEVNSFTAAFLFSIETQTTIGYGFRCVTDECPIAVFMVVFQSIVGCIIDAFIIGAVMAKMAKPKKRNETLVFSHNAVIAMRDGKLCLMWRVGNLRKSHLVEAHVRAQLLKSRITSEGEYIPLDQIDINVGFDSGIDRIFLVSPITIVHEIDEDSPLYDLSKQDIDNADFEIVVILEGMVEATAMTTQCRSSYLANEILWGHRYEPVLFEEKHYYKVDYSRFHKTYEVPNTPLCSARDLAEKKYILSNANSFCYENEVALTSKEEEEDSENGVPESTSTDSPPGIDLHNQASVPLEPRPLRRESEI
CHT block: human CHT choline transport inhibition; AID 488975; 310,000 compounds, 0.86% hits; CHT-expressing cells, membrane potential dye, choline response; active compounds read low; B-score at 10 µM; Q9GZV3;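 active = B-score over 3 SD under the library average, and starting fluorescence ratio not unusually high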;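 note: choline stimulus applied at its EC90 after an EC20 pre-addition; B-score computed on integrated fluorescence ratio after choline addition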
Target sequence (Q9GZV3 whole entry, looked up): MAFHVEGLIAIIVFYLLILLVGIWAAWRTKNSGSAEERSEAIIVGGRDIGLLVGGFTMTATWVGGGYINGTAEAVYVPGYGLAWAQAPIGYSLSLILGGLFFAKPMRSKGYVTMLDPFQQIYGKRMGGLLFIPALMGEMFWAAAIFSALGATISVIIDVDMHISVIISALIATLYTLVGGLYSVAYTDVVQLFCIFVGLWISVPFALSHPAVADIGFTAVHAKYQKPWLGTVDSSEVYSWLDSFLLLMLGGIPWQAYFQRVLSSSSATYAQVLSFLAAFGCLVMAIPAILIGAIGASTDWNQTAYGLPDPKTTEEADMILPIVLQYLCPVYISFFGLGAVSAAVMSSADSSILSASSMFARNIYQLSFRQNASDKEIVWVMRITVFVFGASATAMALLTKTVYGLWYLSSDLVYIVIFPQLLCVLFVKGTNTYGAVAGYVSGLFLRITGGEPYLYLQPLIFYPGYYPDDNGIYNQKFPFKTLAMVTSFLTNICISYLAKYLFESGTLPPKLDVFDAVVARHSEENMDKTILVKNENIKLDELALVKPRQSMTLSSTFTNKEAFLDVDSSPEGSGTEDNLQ
* hit, by the source's call; i = inactive; / = no result given.

Compound | CHT block | KCNQ2 inh | Kir21 block
COCCn1c(C)cc(C(=O)CSc2nc(C)c(C)c(C)n2)c1C | i | i | 0.88
Cc1cccc(Nc2nc3c(S(=O)(=O)c4ccccc4)nnn3c3ccccc23)c1 | i | i | 0.2
O=C(CN1CCN(c2ccccn2)CC1)Nc1ccc(OCc2ccccc2)cc1 | i | i | 1.34
CC(=O)c1c(N2CCN(C(=O)C3CCCO3)CC2)nc(=S)n(-c2ccccc2)c1C (configuration not stated) | i | i | -0.59
CCCNS(=O)(=O)c1ccc(CCC(=O)NCc2ccco2)cc1 | i | i | -0.21
CC(=O)N1C(=O)CC(C)N(C(C)=O)c2ccc([N+](=O)[O-])cc21 (configuration not stated) | i | i | -1.56
O=C(Nc1ccccc1C(=O)N1CCOCC1)c1cccc(S(=O)(=O)N2CCCC2)c1 | / | i | 0.32
CC1(C)CC(NC(=O)c2cc(COc3cccc(C(F)(F)F)c3)on2)CCO1 (configuration not stated) | i | i | -0.63
O=C(CN1C(=O)C2C3C=CC(C3)C2C1=O)Nc1nc(SCc2ccc(Cl)cc2)n[nH]1 (configuration not stated) | i | i | -1.21
COC1Cc2ccccc2N(C(=O)N2CCN(CCO)CC2)c2ccccc21 (configuration not stated) | i | i | -0.09

In another format: results already given
| CHT block | KCNQ2 inh | Kir21 block | SMILES |
| --- | --- | --- | --- |
| i | i | 1.34 | O=C(CN1CCN(c2ccccn2)CC1)Nc1ccc(OCc2ccccc2)cc1 |
| i | i | -0.59 | CC(=O)c1c(N2CCN(C(=O)C3CCCO3)CC2)nc(=S)n(-c2ccccc2)c1C (configuration not stated) |
| i | i | -0.21 | CCCNS(=O)(=O)c1ccc(CCC(=O)NCc2ccco2)cc1 |
| i | i | -1.56 | CC(=O)N1C(=O)CC(C)N(C(C)=O)c2ccc([N+](=O)[O-])cc21 (configuration not stated) |
| / | i | 0.32 | O=C(Nc1ccccc1C(=O)N1CCOCC1)c1cccc(S(=O)(=O)N2CCCC2)c1 |

Additional compounds
Compound | CHT block | KCNQ2 inh | Kir21 block
O=C(CNC(=O)c1ccc(Br)o1)NC12CC3CC(CC(C3)C1)C2 | i | i | 0.91
CC(C)CC(=O)NC(c1ccccc1Cl)c1c(O)ccc2ccccc12 (configuration not stated) | i | i | -0.58
COC(=O)C1=C(N)Oc2cc(C)n(CCCn3ccnc3)c(=O)c2C1c1ccc(Cl)cc1 (configuration not stated) | i | i | 0.01
O=c1[nH]c(Cc2ccccc2Cl)nc2ccccc12 | i | i | 1.1
Cc1ccc(-n2nc3c(=O)n(CCCC(=O)NCC(C)c4ccccc4)nc(C)c3c2C)cc1 (configuration not stated) | i | i | -1.9
COc1ccc(-c2noc(Cc3cccs3)n2)cc1 | i | i | 0.06
COC(=O)c1sccc1NC(=O)c1ccc(Br)o1 | i | i | 0.77
O=C(NCCc1c[nH]c2ccc(Cl)cc12)c1ccc([N+](=O)[O-])cc1 | i | i | 1.05
COc1ccc(Nc2nc(NCc3ccco3)nc(N/N=C/c3ccccc3)n2)cc1 | i | i | 0.6
Nc1nnnn1/N=C/c1ccccn1 | i | i | -0.08
COc1ccc(OCC(=O)NC(=S)Nc2ccccc2F)cc1 | -5.23* | i | 0.03
Cn1nnc2cc(C(=O)N3CCC(c4ccccc4)C3)ccc21 (configuration not stated) | i | i | 1.44
Cc1ccc(S(=O)(=O)N2CCCC2)cc1C(=O)O | i | i | 1.56
CCC1(C)SC(N)=NN1C(C)=O (configuration not stated) | i | i | -0.24
CCN1CCN(C(=S)Nc2ccc([N+](=O)[O-])cc2)CC1 | i | i | -1.21
O=C(CSc1nnc(-c2cccs2)o1)Nc1cccc(S(=O)(=O)N2CCCCC2)c1 | i | i | 0.06
Cn1c(-c2sc3ccccc3c2Cl)n[nH]c1=S | -5.06* | i | -1.31
COc1cccc(OC)c1C(=O)Nc1ccc2c(c1)OCCO2 | i | i | 0.23
c1ccc(C(c2ccccn2)c2ccccn2)cc1 | i | i | -0.75
COc1cccc(CNC(=O)C(CC(C)C)NC(=O)c2ccccc2C)c1 (configuration not stated) | i | i | 1.34
O=C(c1ccco1)N1CCN(CCOCCOc2cccc3ccccc23)CC1 | i | i | 1.56
CCN(CC)S(=O)(=O)c1ccc(OC)c(NC(=O)CC2CCCC2)c1 | i | i | -1.76
CCOC(=O)Cn1c(=O)oc2cc(S(=O)(=O)N3CCc4ccccc43)ccc21 | i | i | 0.31
C#CCn1c(=NC(=O)c2ccc(S(=O)(=O)N3CCc4ccccc4C3)cc2)sc2cc(S(N)(=O)=O)ccc21 | i | i | 1.64
Clc1ccccc1Oc1cnc2ccccc2n1 | i | i | 0.35
Cc1cc(C)nc(NC(=O)c2c(Cl)cccc2Cl)n1 | i | i | 2.73
c1ccc(COc2ccc3nocc3c2)cc1 | i | i | 0.03
COCCNC(=O)C(C)N1c2cccc3cccc(c23)S1(=O)=O (configuration not stated) | i | i | 0.24
Cc1ccc(C(=O)N(C)c2ccc(OCC(=O)N3c4ccc(C)cc4C4CN(C)CCC43)cc2)cc1 (configuration not stated) | i | i | -1.48
CCOC(=O)C1=C(C)N(CCCC(=O)O)C(=O)NC1c1ccc(Cl)cc1 (configuration not stated) | i | i | 1.98
CS(=O)(=O)c1ccc([C@@H](O)[C@@H](CO)NC(=O)C(Cl)Cl)cc1 | i | i | -0.58
CCOc1cc(/C=N/NC(=O)C(=O)NCCCOC(C)C)cc(Br)c1O | i | i | 0.01
O=C(c1ccccc1)c1ccc(Cn2cc(-c3ccccc3)nn2)cc1 | i | i | -0.19
Cc1cc(C)n(CC(=O)O)n1 | i | i | 0.04
Cc1sc(/C=C2\C(=O)ON=C2c2ccccc2)cc1Br | i | i | -0.01
Nc1nncn1C(=O)c1cc(Br)ccc1Cl | i | i | -0.68
Cn1cccc1/C=N/NC(=O)Cc1cccs1 | i | i | -0.5
CC(=O)Cc1nsc(NC(=O)c2ccc(Cl)cc2Cl)n1 | i | i | -0.42
COc1ccccc1CNC(=O)CS(=O)(=O)c1ccc(C)cc1 | i | i | -0.3
CCCn1c(CCC(=O)O)nc2cc(S(N)(=O)=O)ccc21 | i | i | 0.02

One compound at a time (already shown).
Cn1cccc1/C=N/NC(=O)Cc1cccs1 across the screens: CHT block: i; KCNQ2 inh: i; Kir21 block: -0.5
CC(=O)Cc1nsc(NC(=O)c2ccc(Cl)cc2Cl)n1 across the screens: CHT block: i; KCNQ2 inh: i; Kir21 block: -0.42

Carrying on:
Compound | CHT block | KCNQ2 inh | Kir21 block
O=C1NC(NS(=O)(=O)c2ccc(Cl)cc2)(C(F)(F)F)C(=O)N1Cc1cccnc1 (configuration not stated) | i | i | 0.49
COc1ccc(C(=O)NCC(=O)N/N=C/C(C)=C/c2ccccc2)cc1OC | i | i | 0.22
Cc1onc(-c2c(Cl)cccc2Cl)c1NC(=O)NN(C)c1ccc([N+](=O)[O-])cn1 | i | i | 2.82
O=C(Nc1cccnc1)c1cc(-c2cccc(Cl)c2)on1 | i | i | -1.38
COc1ccc(-c2nc(CS(=O)CC(=O)N3CCOCC3)c(C)o2)cc1OC (configuration not stated) | i | i | -0.09
Cc1ccccc1CN1CCN(CC2CC2)CC1CCO (configuration not stated) | i | i | -0.75
Cc1cccc(NC(=O)c2ccc3c(c2)C(=O)N(Cc2cccnc2)C3=O)c1C | i | i | 0.52
CNC(=O)NC(=O)COC(=O)c1ccccc1OCc1ccccc1 | i | i | 0.81
CC(C)CCN(C(=S)NC(=O)C1CCCCC1)c1c(N)n(Cc2ccccc2)c(=O)[nH]c1=O | i | i | -1.64
Cc1cccc(N2CCN(C(=O)CCCn3c(=O)c4cccn4c4cccnc43)CC2)c1C | i | i | 1.43
CCOC(=O)c1cnc2ccc(C)cc2c1Sc1ccc(F)cc1 | i | -5.55* | -0.6
COc1cccc(CNCc2cccc(Br)c2)c1OC | i | i | 0.17
Cc1cccc(OCC(=O)N2CCC3(CC2)CC(=O)c2ccccc2O3)c1 | i | i | -0.1
Cn1c(CNC(=O)c2ccc(Cl)cc2)nnc1SCC(=O)Nc1sc2c(c1C#N)CCCC2 | i | i | 0.06
CCN(CC)CCn1c2c(c(SCC(=O)Nc3ccccc3Cl)nc1=O)CCCC2 | i | i | -1.93
COc1ccc(NC(=O)Nc2cccc3ccccc23)c(OC)c1 | i | i | -1.09
Clc1ccc(-c2nnc(SCc3nc4ccccc4s3)o2)cc1 | i | i | 0.87
O=C(c1nnc(-c2ccncc2)o1)c1ccccc1Cl | i | i | -0.29
CC(=O)N1CCc2cc(S(=O)(=O)NCCCOC(C)C)ccc21 | i | i | 1.2
CC(OC(=O)CCCC(=O)Nc1ccc(F)cc1)C(=O)c1ccccc1 (configuration not stated) | i | i | -2
CC(=O)c1ccc(NC(=O)Nc2ccc([N+](=O)[O-])cc2C)cc1 | i | i | -0.77
CCCCn1c(N)c(N(CCC(C)C)C(=O)CSc2nnc(C)s2)c(=O)[nH]c1=O | i | i | 0.89
CCS(=O)(=O)N1CCc2nc(-c3ccccc3)sc2C1 | i | i | 1.25
COc1cccc(/C=N/NC(=O)c2cccs2)c1 | i | i | -0.21
CCCCS(=O)(=O)Nc1ccc(Cc2ccncc2)cc1 | i | i | 0.33
CC1CCN(c2nc3c(cc2C#N)COC(C)(C)C3)CC1 | i | i | 0.6
COc1ccc(NC(=O)c2sc(N3CCOCC3)nc2-c2ccccc2)c(OC)c1 | i | i | -1.13
CN(C(=O)c1ccc(C#N)cc1)c1nnc(-c2cnccn2)s1 | i | i | 0.89
CN(C)c1oc(-c2ccccc2Cl)nc1C#N | i | i | -0.94
COc1ccc(NC(=S)NCc2ccc(S(N)(=O)=O)cc2)cc1OC | i | i | -1.88
CCOC(=O)N1CCN(C(=O)c2ccc(Oc3ccc([N+](=O)[O-])cc3)cc2)CC1 | i | i | 0.25
COc1ccccc1NC(=O)CCn1c(=O)sc2ccccc21 | i | i | -3.92
Cc1cccc2c(Cl)cc(=O)[nH]c12 | / | i | -0.43
Cc1csc(SCC(=O)NC23CC4CC(CC(C4)C2)C3)n1 | i | i | -1.77
COc1cc(Cl)ccc1OCc1cc(C(=O)NCC(C)c2ccccc2)no1 (configuration not stated) | i | i | 0.1
CCC(COC)NCc1cn(-c2ccc(F)cc2F)nc1-c1ccccc1C (configuration not stated) | i | i | 0.33
Cc1cc(C(=O)OCC(=O)NCc2ccco2)c(C)o1 | i | i | 0.84
COc1ccc(N2CCN(c3nc(Cl)nc(N4CCOCC4)n3)CC2)cc1 | i | i | 1.02
COc1ccc(-c2c(C(F)(F)F)oc3cc(OCC(=O)Nc4ccccc4C(F)(F)F)ccc3c2=O)cc1OC | i | i | 0.5
C=CCn1c(O)c(C=Nc2ccccc2)sc1=S | i | i | -0.03
Cc1ccc(NC(=O)CN(C)C(=O)CSc2n[nH]c(N)n2)cc1 | i | i | 0.16
COc1cccc(C(=O)N/N=C/c2ccc(OC3CSC3)cc2)c1 | i | i | 1.29
Cc1cc(NCc2ccccn2)n2nc(C)c(-c3ccc(Cl)cc3)c2n1 | i | i | -0.8
CC(C)c1nc2sc3c(=O)[nH]c(=S)[nH]c3c2c2c1CCCC2 | i | i | 0.65
COc1ccc(CC(NC(C)=O)C(=O)NC2CCN(C(=O)NCc3ccccc3)CC2)cc1OC (configuration not stated) | i | i | 0.73
O=[N+]([O-])c1ccc(NCc2ccc(Cl)cc2)nc1 | i | i | 1.87
O=C(NCCS(=O)(=O)c1ccc(Br)cc1)c1ccc(Cl)cc1 | i | i | -3.16
Cc1ccc(NC2CCCN(C(=O)c3cc(C(C)C)[nH]n3)C2)cc1C (configuration not stated) | i | i | 0.64
CCN(CC)CCCNC(=O)c1cn(CC(C)C)c(=O)c2c1c1ccccc1n2C | i | i | 0.07
Cc1ccc(/C(N)=N/OC(=O)CCc2ccccc2)cc1 | i | i | -3.07

Other compounds follow:
Compound | CHT block | KCNQ2 inh | Kir21 block
O=c1[nH]ncc(N/N=C\c2ccc(O)cc2O)c1Cl | i | i | -1.01
Cc1nonc1NCn1nnc2ccccc21 | i | i | -0.31
COc1ccc(C(=O)COC(=O)c2ccc(NC(C)=O)cc2)cc1[N+](=O)[O-] | i | i | 0.44
Cn1nc([N+](=O)[O-])c(C(C#N)c2nc3ccccc3n2C)c(Cl)c1=O (configuration not stated) | i | i | 0.55
CSc1nnc(-c2sccc2-n2cccc2)o1 | i | i | 1.3
COCCNC(=O)CN1CCCCCC1 | i | i | -0.87
CC(C)(C)NC(=O)CSCc1ccc(Br)cc1 | i | i | -2.46
Cc1nn(CC#N)c(=O)n1-c1cccc(F)c1 | i | i | -0.37
O=C(/C=C/c1ccccc1F)c1ccoc1 | i | i | 0
CCCc1cc(=O)[nH]c(SCC(=O)Nc2ccc(C)cc2)n1 | i | i | -0.07
COC(=O)c1[nH]c2ccc(Br)cc2c1NC(=O)CN1CCCc2ccccc21 | i | i | -0.46
COc1ccc(OC)c(CNC(=O)CCc2cn(C)c3ccccc23)c1 | i | i | 1.4
CCCCCOc1ccc(C(C)(O)C(CN2CCOCC2)c2ccccc2)cc1 (configuration not stated) | i | i | 0.03
CC(C)(C)C1CCc2nc(NC(=O)Cc3cn4ccsc4n3)sc2C1 (configuration not stated) | i | i | 0.35
O=C(CSc1cn(CCNC(=O)c2c(F)cccc2F)c2ccccc12)NCC1CCCO1 (configuration not stated) | i | i | -3.95
COc1ccc(NC(=O)C(c2ccc(OC)cc2)N(C)C(=O)c2cnccn2)cc1 (configuration not stated) | i | i | 0.7
CN(C)S(=O)(=O)c1ccc2c(c1)c(=O)c(C(=O)N1CCN(c3ccccn3)CC1)cn2C | i | i | 0.71
